# Source: PubChem
# A549 tox – counter-screen for Nrf2 inhibitors: cytotoxicity in A549 cells | A549 ARE-Fluc cells, CellTiter-Fluor viability, 18-24 h | Potency, µM (titrated, usually from 46 µM), for the others: top-dose activity change, negative = cytotoxicity, most hits filed as inhibitors | actives 0.16% (n = 390,000) | AID 504648; note: potency is the fitted concentration of half-maximal effect; % is set by controls: 0 for no effect and ±100 for the full control effect
#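 A549 ARE-Fluc cells in 5% FBS OPTI-MEM, 5000 cells/well, rested 2 h then exposed to compounds in concentration-response for 18-24 h at 37 °C. Viability by CellTiter-Fluor fluorescence (Ex 405/Em 525) after 30 min; luciferase luminescence (BugLite, 15 min, RT) read afterwards.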
# S2 tox – viability counter-screen for ATXN expression inhibitors | Potency, µM (titrated, usually from 56.7 µM), actives largely listed as cytotoxic | AID 651635 | S2 cells (HEK-293 line with an ATXN2-luciferase reporter) viability, CellTiter-Fluor protease fluorescence, 24 h | actives 0.49% (n = 400,000); note: potency is the fitted concentration of half-maximal effect; nearly all actives have a fitted effect of over 40% in size
# TGFb SMAD3 inh – TGF-b pathway inhibition | HepG2 CAGA-GFP TGF-b/SMAD3 reporter, GFP fluorescence, 18 h; TGF-beta stimulated, 500 pg/mL final | Potency, µM (top dose mostly 46.1 µM), for inactives: top-dose activity, negative = inhibition, most hits filed as inhibitors | actives 1.2% (n = 410,000) | AID 588855; note: potency is the fitted concentration of half-maximal effect; % is set by controls: 0 for no effect and ±100 for the full control effect; nearly all actives have a fitted effect of over 65% in size
#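 Inhibition of TGF-beta-driven CAGA-GFP reporter expression in HEPG2 cells is measured by cellular GFP fluorescence after 18 h stimulation with 500 pg/mL recombinant TGF-beta in 1% FBS medium at 37 degrees C.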
# Nrf2 activator – Nrf2 pathway activation; AREc32 ARE-luciferase reporter (MCF7-derived line), luminescence, 24 h; Potency, µM (titrated, usually from 46.1 µM), for inactives: top-dose activation, usual class: activators; actives 0.31% (n = 410,000); AID 624171; note: potency is the fitted concentration of half-maximal effect; % of control where 0% means no effect; nearly all actives have a fitted effect of over 65% in size
#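 AREc32 cells carrying an ARE-driven firefly luciferase, 1000 cells/well in OPTI-MEM with 5% FBS, dosed after overnight attachment and incubated 24 hr at 37 deg C. Steady-Glo luminescence read after 30 min at RT.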
# IL2 activator – IL-2 activation | IL-2 activation reporter assay, cell-based qHTS; stimulated with anti-CD3/CD4/CD28 beads; in transgenic mouse T cells | activation, % (series mostly up to about 46 µM) | actives 0.065% (n = 360,000); in the data active = activation above about 50%; inconclusive = mostly about 30% to 49%; note: 0% is about no effect
#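 EGFP and DsRed fluorescence is measured by plate cytometry in unstimulated transgenic mouse T cells exposed to compound for 60 minutes, then stimulated 18 hours at 37 degrees C with anti-CD3/anti-CD4 beads plus anti-CD28.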
# Nrf2 inh – blocks Nrf2 signaling; actives 2.1% (n = 360,000); A549 ARE-Fluc reporter, luciferase luminescence, 18-24 h; Potency, µM (series often up to 46 µM), inactives show at the top dose activity change, negative = inhibition, usual class: inhibitors; note: potency is the fitted concentration of half-maximal effect; % is set by controls: 0 for no effect and ±100 for the full control effect; nearly all actives have a fitted effect of over 60% in size
#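 Reporter: ARE-Fluc in A549. Exposure: 18-24 h, 37 °C, 5% CO2, 5% FBS OPTI-MEM. Readouts: fluorescent cytotoxicity (CellTiter-Fluor), then luminescent Nrf2 signal after BugLite.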
# ATXN2 expr inh – inhibitors of ATXN2 expression; AID 1745845; HEK-293 ATXN2-luciferase reporter, luminescence, 24 h; actives 0.72% (n = 360,000); Potency, µM (titrated, usually from 57 µM), for the others: at the highest dose activity change, negative = inhibition, usual class: inhibitors; note: potency is the fitted concentration of half-maximal effect; % is set by controls: 0 for no effect and ±100 for the full control effect; nearly all actives have a fitted effect of over 55% in size
#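 qHTS (up to 57 uM final) was run with 24 h compound exposure of reporter cells at 37 °C. Each well was multiplexed: SteadyGlo luminescence measured ATXN2-luciferase expression after a fluorogenic Gly-Phe-AFC viability readout (25 uM final).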
# EPAC2 ag – activates human EPAC2 exchange factor | Q8WZA2 | EPAC2 activation, biochemical qHTS; response scale: 100% = 6.5 mM cAMP response | Potency, µM (doses to about 154 µM), for inactives: top-dose activation, hits mostly activators | actives 0.079% (n = 360,000) | AID 720711; note: potency is the fitted concentration of half-maximal effect; nearly all actives have a fitted effect of over 50% in size
# Target sequence (Q8WZA2 whole entry, looked up): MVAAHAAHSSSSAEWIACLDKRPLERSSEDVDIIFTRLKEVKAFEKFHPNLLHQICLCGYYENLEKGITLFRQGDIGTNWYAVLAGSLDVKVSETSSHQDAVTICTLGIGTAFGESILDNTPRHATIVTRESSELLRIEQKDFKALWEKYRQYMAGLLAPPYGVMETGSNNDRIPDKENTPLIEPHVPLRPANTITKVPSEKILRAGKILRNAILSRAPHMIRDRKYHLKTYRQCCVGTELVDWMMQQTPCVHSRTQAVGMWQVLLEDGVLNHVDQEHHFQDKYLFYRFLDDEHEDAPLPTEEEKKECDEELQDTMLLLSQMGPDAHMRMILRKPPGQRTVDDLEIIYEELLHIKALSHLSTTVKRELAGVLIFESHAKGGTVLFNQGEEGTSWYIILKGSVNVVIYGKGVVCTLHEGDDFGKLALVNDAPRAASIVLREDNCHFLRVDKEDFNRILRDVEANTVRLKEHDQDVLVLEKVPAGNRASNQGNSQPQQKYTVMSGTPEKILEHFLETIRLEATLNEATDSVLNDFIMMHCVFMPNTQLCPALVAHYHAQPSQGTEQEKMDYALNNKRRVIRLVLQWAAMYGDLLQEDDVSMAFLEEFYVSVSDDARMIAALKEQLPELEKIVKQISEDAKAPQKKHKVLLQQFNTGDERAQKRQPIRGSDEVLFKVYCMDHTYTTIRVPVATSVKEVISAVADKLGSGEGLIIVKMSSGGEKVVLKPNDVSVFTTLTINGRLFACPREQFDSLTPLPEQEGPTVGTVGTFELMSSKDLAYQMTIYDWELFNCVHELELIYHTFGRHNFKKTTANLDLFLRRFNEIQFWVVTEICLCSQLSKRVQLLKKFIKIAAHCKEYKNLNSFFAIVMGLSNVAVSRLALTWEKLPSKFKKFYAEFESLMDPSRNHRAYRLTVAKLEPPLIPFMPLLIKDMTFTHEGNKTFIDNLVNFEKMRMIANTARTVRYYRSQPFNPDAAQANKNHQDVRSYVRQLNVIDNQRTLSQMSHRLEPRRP
#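 Nucleotide exchange monitored as fluorescence drop when BODIPY-GDP leaves Rap1B. Reaction: 100 nM EPAC2, 250 nM RAP1B-BODIPY-GDP, 50 uM GDP, room temperature, kinetic read over 30 min. Activity expressed relative to 6.5 mM cAMP.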
# HepG2 tox – HepG2 cytotoxicity, counter-screen for TGF-b inhibitors; HepG2 CAGA-GFP viability, ATP luminescence, 18 h; Potency, µM (highest dose often 46.1 µM), for the others: at the highest dose activity change, negative = cytotoxicity, usual class: cytotoxic; actives 0.76% (n = 410,000); AID 588856; note: potency is the fitted concentration of half-maximal effect; some results filed as inactive show a strong effect at the top dose
#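 HepG2 CAGA-GFP cells (1000/well, DMEM with 1% FBS) received compound, then TGF-beta at 500 pg/mL final, and were incubated 18 hours at 37 degrees C. Viability was read by CellTiter-Glo luminescence. Media-only wells were set as complete cell-killing and DMSO as no toxicity.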
# An asterisk follows results filed as active; i = inactive; ? = inconclusive; / = not tested or not shown; [ ] = remark or other dose. Unless noted, calls come from the whole dose curve; as a rule, active = well fitted curve in the direction sought with a large enough effect; inconclusive = small, poorly fitted or top-dose-only effect, or another doubt; inactive = no such curve, though single readings can be large; an effect the other way counts as inactive or inconclusive.
SMILES,A549 tox,S2 tox,TGFb SMAD3 inh,Nrf2 activator,IL2 activator,Nrf2 inh,ATXN2 expr inh,EPAC2 ag,HepG2 tox
Nc1nccc(-c2ccc(-n3cccc3)cc2)n1,2%,i,6%,?,-1.3,-5%,11%[11.3 µM],-5%,0%
CCCN(CCC)C(=O)c1ccc2c(=O)n(Cc3ccco3)c(=S)[nH]c2c1,1%,?,-17%,8.4%,0.2,5%,/,2%,-38%
CCc1ccc(CN2CCc3nc(N4CCN(c5ccccc5F)CC4)ncc3C2)cc1,1%,i,-14%,-0.7%,/,/,-12%,/,-19%
CCCn1c(SCC(=O)N(C2CCCCC2)C2CCS(=O)(=O)C2)n[nH]c1=O (stereo not given),-2%,/,-12%,0.3%,0.0,0%,-26%,3%,1%
CCOc1ccccc1NC(=O)c1ccoc1C,1%,i,2%,2.3%,-0.9,-16%,-8%,8%,-21%
COc1ccc(CNC(=O)Cn2nnc3ccccc3c2=O)cc1,-4%,?,0%,3.8%,-0.2,?,/,1%,-6%
CSc1ccccc1NC(=O)CN(C)Cc1cccc(Cl)c1,3%,i,0%,0.1%,-1.1,?,-27%,14%,-8%
COc1ccc(S(=O)(=O)N2CCOCC2)cc1NC(=O)CC1CCCC1,-9%,?,4%,0.1%,0.0,-3%,-11%,1%,3%
Cc1ccc(C(=O)c2oc3ccccc3c2NC(=O)COc2ccccc2Cl)cc1,0%,i,-8%,-0.8%,/,6%,11%,/,3%
CCOC(=O)C1C(=O)NC(SC)=C(C#N)C1c1ccccc1F (stereo not given),2%,i,-4%,-0.9%,-1.9,-21%,0%,6%,-5%
CN1CCN(c2nc3ccccn3c(=O)c2C=O)CC1,0%,i,-14%,-0.4%,0.7,1%,15%,6%,14%
CCOc1ccc2nc(NC(=O)CSC3=NCCS3)sc2c1,-16%,i,-1%,13%,-0.2,?,4%,13%,-21%
Cn1cnnc1Sc1ccc(C(=O)OCC(=O)NCC(F)(F)F)cc1[N+](=O)[O-],3%,i,10%,-0.3%,0.9,?,12%,3%,10%
COCCn1c(-c2ccc(Cl)cc2Cl)nc2c(c(=O)c3ccccc3n2C)c1=O,5%,i,?,0.2%,-3.0,5%,-8%,11%,-7%
O=C(NCc1ccc(F)cc1)C1CCC(=O)N1CCc1ccccc1 (stereo not given),-2%,i,-1%,-2.2%,-1.6,5%,-1%,11%,-14%
Cc1cccc(OCCCCCn2ccnc2)c1,?,i,?,-0.2%,-1.2,-8%,-10%,-7%,-3%
Cc1nc(NCC2CCCO2)c2oc3ccccc3c2n1 (stereo not given),-3%,i,2%,-0.1%,-3.6,/,6%,-7%,-6%
Cc1ccc(S(=O)(=O)N2CCOCC2)cc1C(=O)OCC(=O)Nc1ccc2c(c1)OCO2,-5%,?,5%,-0.6%,1.6,-3%,0%,4%,-24%
CSc1ccccc1NC(=O)CSc1n[nH]c(N)n1,5%,i,5%,-0.5%,2.3,25%,11%,3%,-23%
Cn1c(=O)c2c(nc(CN3CCC(C(N)=O)CC3)n2Cc2ccccc2Cl)n(C)c1=O,-10%,i,-11%,0.0%,0.8,15%,9%,-4%,-2%

# Additional structures follow:
SMILES,A549 tox,S2 tox,TGFb SMAD3 inh,Nrf2 activator,IL2 activator,Nrf2 inh,ATXN2 expr inh,EPAC2 ag,HepG2 tox
Cc1cc(C)n(CC2CC(=O)N(c3ccc(C)c(Cl)c3)C2=O)n1 (stereo not given),1%,i,-15%,0.0%,0.2,15%,0%,11%,4%
CCN=c1scc(C)n1/N=C/c1ccc(O)c(O)c1O,-18%,?,-23%,10%,-0.2,-13%,-12%,-6%,-15%
COc1cc(-c2cnc3c(NC=O)cc(-c4cccc(C(=O)NCCN(C)C)c4)cn23)cc(OC)c1OC,/,?,0%,11%,-0.5,/,11%,10%,-30%
O=C(O)C1CCCN1C(=O)OCC1c2ccccc2-c2ccccc21 (stereo not given),-14%,i,2%,0.7%,0.5,-1%,/,5%,-5%
Cc1ccc(C(=O)COC(=O)CN2C(=O)C3C4CC(C(Br)C4Br)C3C2=O)cc1 (stereo not given),1%,i,3%,-0.2%,-0.2,28%,2%,23%,-3%
CCc1ccc(NS(=O)(=O)c2cc(-c3cnc(C4CC4)o3)ccc2C)cc1,?,?,?,0.1%,/,/,?,/,-98%
CCNC(=S)NNC(=O)c1cc(-c2cccc(C)c2)nc2ccccc12,-2%,i,-14%,2.9%,-0.3,/,39%[activator],6%,-72%
COc1ccccc1NC(=O)C(C)N1CCN(C/C=C/c2ccccc2)CC1 (stereo not given),-21%,i,-11%,2.5%,-0.4,-1%,-1%,11%,-48%
CC(C)(C)S(=O)(=O)c1ccccc1C(=O)O,-1%,i,8%,-0.3%,0.9,/,-24%,-1%,6%
Cc1ccc(S(=O)(=O)N[C@H](C(=O)N2CCC(C(=O)N3CCC[C@H]3C(=O)O)CC2)C(C)C)cc1,0%,i,0%,0.6%,1.3,6%,4%,4%,-3%
CCN(CC)CCCN(Cc1cc2cc3c(cc2[nH]c1=O)OCO3)C(=S)NC,6%,i,1%,0.0%,-1.2,8%,5%,2%,9%
COc1cccc(Oc2nc(-c3ccccc3O)nc3ccccc23)c1,11%,i,-5%,-0.2%,1.5,14%,16%,7%,-17%
CC1(C(=O)NS(=O)(=O)c2ccc(Cl)s2)CCN1C(=O)C1CCCCC1 (stereo not given),/,i,1%,-0.8%,-0.9,/,-9%,0%,-5%
CCN(Cc1ccc2c(c1)OCCO2)S(=O)(=O)c1ccc(NC(C)=O)cc1,1%,i,-4%,-0.1%,-0.4,4%,-9%,16%,-5%
C[C@H](CO)N1C[C@H](C)[C@@H](CN(C)S(=O)(=O)c2cccs2)Oc2ccc(NS(=O)(=O)c3cn(C)cn3)cc2C1=O,0%,i,1%,-1.4%,-2.2,-5%,0%,1%,15%
Cc1ccsc1/C=N\NC(=O)c1cc(C(C)(C)C)[nH]n1,5%,i,?,0.3%,1.3,?,31%,1%,-14%
O=C(c1ccccc1)c1cc2ccccc2o1,11%,i,14%,9.7%,-0.1,/,48%[activator],15%,-2%
Cc1nn(C)c(C(=O)N/N=C/c2ccccn2)c1[N+](=O)[O-],-2%,i,-8%,0.0%,-2.2,-5%,6%,6%,-3%
CCc1nnc(NC(=O)CCC(=O)N2CCN(c3cccc(Cl)c3)CC2)s1,-2%,i,4%,-0.7%,-1.6,-11%,1%,-3%,-2%
CCCCCC/C=C/c1ccc([C@H]2[C@H]3C=CC[C@@H](C)[C@@H]3C(=O)N2Cc2ccccc2)c(F)c1,1%,i,4%,0.1%,-0.1,3%,8%,1%,1%

# New compounds follow.
SMILES,A549 tox,S2 tox,TGFb SMAD3 inh,Nrf2 activator,IL2 activator,Nrf2 inh,ATXN2 expr inh,EPAC2 ag,HepG2 tox
Cc1ccc(-c2nc3cc(Cl)ccc3o2)cc1NC(=O)COc1ccc(F)cc1,-3%,i,-27%,5.2%,/,-20%,6%,/,-10%
CCc1ccc(-c2cn3c(n2)sc2cc(C(=O)NC4CCCCC4)ccc23)cc1,2%,/,-3%,0.0%,/,?,/,/,-3%
N#Cc1ccc(OCC(=O)N2CCN(C(=O)c3ccco3)CC2)cc1,2%,?,4%,-0.7%,-0.2,2%,?,12%,2%
COc1ccccc1CN1CC(C(=O)NCc2cccnc2)CC1=O (stereo not given),-5%,i,6%,0.0%,0.2,-11%,-5%,-1%,2%
CCc1ccc(NS(=O)(=O)c2ccc3oc(=O)c4ncn(CC)c4c3c2)cc1,2%,?,?,-0.1%,/,-3%,?,/,-91%
CCCCOC(=O)Cn1nnc2sc(-c3ccccc3)cc2c1=O,-8%,i,-22%,10%,/,14%,5%,/,-19%
Cc1ccc(C(=O)NCCCN2CCOCC2)cc1Cl,1%,?,-2%,4.0%,1.7,11%,/,1%,3%
Cc1csc(NC(=O)c2ccccc2)n1,10%,i,-3%,6.2%,-2.3,?,/,6%,-14%
CC(=O)N(O)c1ccc(C=Cc2ccccc2)cc1,/,i,?,2.4%,2.3,/,?,-3%,-36%
CCc1ccc(CN(Cc2ccco2)c2cnc(S(C)(=O)=O)nc2C(=O)Nc2c(C)cccc2C)cc1,3%,i,?,4.2%,/,-10%,3%,/,-29%
CCc1nc2c(OCCn3cccc3)cccn2c1N(C)C(=O)CC(C)C,/,i,26%,-1.3%,-0.4,/,1%,7%,3%
COC(=O)C(CC(=O)Nc1cc(C)ccc1C)Nc1ccccc1OC (stereo not given),5%,i,3%,1.3%,1.7,11%,6%,0%,4%
COc1ccc(Cn2nnnc2C(c2ccccc2OC)N2CCC(C(N)=O)CC2)cc1 (stereo not given),-2%,i,30%,-0.6%,0.0,/,1%,-6%,25%
Nc1ccccc1SC1CC(=O)N(c2ccc3c(c2)OCCO3)C1=O (stereo not given),-14%,?,-1%,2.9%,1.1,?,16%,10%,-14%
O=C(Cc1ccc(-n2cccc2)cc1)NC1CCCCC1,8%,i,13%,-1.7%,-0.1,/,3%,8%,18%
Cc1ccc(-n2nnnc2CNC(=O)c2ccc(Br)o2)cc1C,0%,i,1%,0.0%,-3.2,3%,-2%,-2%,-2%

# An excerpt from above with just Nrf2 inh:
smiles	Nrf2 inh
N#Cc1ccc(OCC(=O)N2CCN(C(=O)c3ccco3)CC2)cc1	2%
COc1ccccc1CN1CC(C(=O)NCc2cccnc2)CC1=O (stereo not given)	-11%
